From PubChem
D2 potentiator: HTS Assay for Positive Allosteric Modulators of the Human D2 Dopamine Receptor: Primary Screen for Potentiators | HEK293 T-REx D2, calcium flux, EC20 dopamine potentiation | potentiation, % at 10 µM | 0.34% of 340,000 active | AID 485347, 2010;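 active = potentiation over 3 SD above the plate norm, cut at about 30% in these data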; also: 0% is about no effect
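Potentiation of an EC20 dopamine calcium response is measured in a force-coupled, tetracycline-inducible Hek293 Trex D2 line. Compound-only kinetic reads over 180 s flag agonists before dopamine addition.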
TRHR agonist: qHTS for Small Molecule Agonists and Allosteric Enhancers of Human TRH Receptor: Primary Screen for Agonists. Thyrotropin-releasing hormone receptor (Homo sapiens), P34981. TRHR cells, calcium flux fluo-8, FDSS agonist mode. activation, % at 2 µM. 0.18% of 360,000 active; also: 0% is about no effect
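TRHR-expressing cells, plated overnight in medium with 10% serum, were loaded with fluo-8 calcium dye at room temperature. After a 10 s baseline, library compound was pin-added and calcium release was recorded kinetically (ex 480/em 530) as agonist response.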
D1 PAM: Potentiators of Human D1 Dopamine Receptor: qHTS | D(1A) dopamine receptor (Homo sapiens), P21728 | HEK293 TREx D1 cells, calcium flux, dopamine EC20 potentiation | potentiation, % at 10 µM | 0.036% of 360,000 active; in the data active = potentiation above about 30%; also: 0% is about no effect
D1 antag: Antagonist of Human D 1 Dopamine Receptor: qHTS. D(1A) dopamine receptor (Homo sapiens), P21728. HEK293 TREx D1 cells, calcium flux, dopamine EC80; hits give low values. activity change, negative = inhibition, % at 10 µM. 3.2% of 360,000 active. AID 504652, 2011; in the data active = activity change below about -30%; also: % is scaled to controls: 0 for no effect and ±100 for the full control effect
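Kinetic fluorescence of a calcium dye serves as the read-out. D1-expressing Hek293 Trex cells, induced overnight at 30 C, are exposed to compound for 180 s before an EC80 dopamine addition, then read 180 s further.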
D2 agonist: HTS Assay for Allosteric Agonists of the Human D2 Dopamine Receptor: Primary Screen for Agonists. D(2) dopamine receptor (Homo sapiens), P14416. HEK293 T-REx D2 cells, calcium flux agonist mode. activation, % at 2 µM. 0.53% of 340,000 active. AID 485358, 2010;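 active = activation over 3 SD above normal in the single-dose calcium agonist read, cut at about 30% in these data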; also: 0% is about no effect
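Tetracycline-induced HEK293 T-REx cells with force-coupled D2 receptor, plated overnight at 30 C, loaded with no-wash calcium dye. After a 10 s baseline, compound was pin-added and calcium flux read kinetically for 180 s; calcium rises flagged agonists.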
D1 agonist: Allosteric Agonists of the Human D1 Dopamine Receptor: qHTS. D(1A) dopamine receptor (Homo sapiens), P21728. HEK293 T-REx D1 cells, calcium flux, agonist mode. activation, % at 2 µM. 1% of 360,000 active. AID 504660, 2011; also: 0% is about no effect
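Tetracycline-induced HEK293 TREx D1 cells, force-coupled to calcium signalling, were dye-loaded with a no-wash calcium kit. Compound was pin-added after a 10 s baseline. Fluorescence was read kinetically at 1 cycle/s for 180 s, with calcium rises flagged as agonism.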
TRHR PAM: qHTS for Small Molecule Agonists and Allosteric Enhancers of Human TRH Receptor: Primary Screen for Enhancers; Thyrotropin-releasing hormone receptor (Homo sapiens), P34981; AID 493056, 2011; TRHR cells, fluo-8 calcium fluorescence, EC20 TRH enhancement; enhancement, % at 2 µM; 0.66% of 360,000 active; in the data active = enhancement above about 30%; also: 0% is about no effect
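TRHR-expressing cells loaded with fluo-8 calcium dye were read kinetically (ex 480/em 530) during compound addition, then stimulated with an EC20 of TRH (10 nM final). Enhancement of the Gq-mediated intracellular calcium response was scored.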
RXFP1 antagonist: qHTS Assay for Antagonists of the Relaxin Receptor RXFP1; Relaxin receptor 1 (Homo sapiens), Q9HBX9; HEK293-RXFP1, relaxin-stimulated cAMP HTRF, 30 min; hits give low values; activity change, negative = inhibition, % at 57.5 µM; 0.59% of 350,000 active; AID 1259400, 2018;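 active = activity change of -60% or lower, but not beyond a set lower limit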; also: % is scaled to controls: 0 for no effect and ±100 for the full control effect
Target sequence (Q9HBX9 whole entry, looked up): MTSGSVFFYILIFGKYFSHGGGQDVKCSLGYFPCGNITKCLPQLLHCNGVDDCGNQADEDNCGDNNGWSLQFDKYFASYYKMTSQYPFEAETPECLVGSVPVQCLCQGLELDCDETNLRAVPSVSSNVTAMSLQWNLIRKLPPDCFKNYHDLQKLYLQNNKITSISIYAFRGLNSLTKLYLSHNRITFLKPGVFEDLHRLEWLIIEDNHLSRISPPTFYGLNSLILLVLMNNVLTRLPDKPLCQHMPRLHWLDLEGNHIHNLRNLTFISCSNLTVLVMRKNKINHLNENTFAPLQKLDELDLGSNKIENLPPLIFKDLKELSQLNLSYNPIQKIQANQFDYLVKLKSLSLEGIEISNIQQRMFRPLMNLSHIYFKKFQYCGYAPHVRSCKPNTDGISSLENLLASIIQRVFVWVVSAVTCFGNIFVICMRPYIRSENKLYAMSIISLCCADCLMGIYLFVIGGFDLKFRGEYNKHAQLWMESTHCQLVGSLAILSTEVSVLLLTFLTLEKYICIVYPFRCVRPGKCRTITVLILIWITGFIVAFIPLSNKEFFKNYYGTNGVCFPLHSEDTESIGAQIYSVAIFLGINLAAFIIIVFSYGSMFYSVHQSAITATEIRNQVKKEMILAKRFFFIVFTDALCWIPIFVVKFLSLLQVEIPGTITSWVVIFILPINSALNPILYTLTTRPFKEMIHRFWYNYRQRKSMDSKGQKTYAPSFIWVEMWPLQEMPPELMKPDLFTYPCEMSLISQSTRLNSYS
D2 antag: HTS Assay for Allosteric Antagonists of the Human D2 Dopamine Receptor: Primary Screen for Antagonists | D(2) dopamine receptor (Homo sapiens), P14416 | HEK293 TREx D2 cells, calcium flux, dopamine EC80 | inhibition, % at 10 µM | 2% of 340,000 active | AID 485344, 2010; in the data active = inhibition above about 30%; also: 0% is about no effect
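Calcium mobilization kinetics were recorded at 1 s intervals in tetracycline-induced HEK293 T-REx D2 cells, first for 180 s after compound addition and then 180 s after EC80 dopamine.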
Active calls of the source: *; x = not tested or not shown. Rule as the data show it, unless noted: active = activation above about 30%; inactive = the rest.

SMILES	D2 potentiator	TRHR agonist	D1 PAM	D1 antag	D2 agonist	D1 agonist	TRHR PAM	RXFP1 antagonist	D2 antag
CCc1ccccc1NC(=S)N1CCCCCC1	5	0.1	-3	7	0.2	0	3	9	-12
Cc1nn(Cc2ccc([N+](=O)[O-])cc2)c(=O)n1-c1cccc(F)c1	1	-0.5	-2	-4	-0.2	3	-4	12	-15
O=S(=O)(c1ccccc1F)N1CCCc2ccccc21	4	-0.3	-8	0	0.1	0	-7	0	-8
CSc1ccccc1NC(=O)CSc1nncs1	5	-0.7	-7	21	-0.5	1	2	-4	-17
O=C(C1=C(O)C(=O)N(CCN2CCOCC2)C1c1cccnc1)c1cc2ccccc2o1 (stereo not drawn)	2	0.4	-8	14	0.5	1	-3	11	-7
O=C(NCc1ccccc1)c1ccc(C2SCC(=O)N2Cc2ccccc2)cc1 (stereo not drawn)	-1	-0.3	-5	0	0.8	34*	-4	-15	-11
Cc1nc2ccc(NC(=O)c3cncc(Br)c3)cc2s1	4	0.8	-11	-36*	-0.1	0	8	-3	8
CC1(C)CC2CC(C)(CN2CC(O)COc2ccccc2)C1 (stereo not drawn)	-19	0.4	-3	-1	0.2	1	4	1	17
COc1cc(Cl)ccc1OCc1cc(C(=O)NCC(C)(C)N2CCOCC2)no1	10	-0.2	-7	16	-0.3	1	-5	-2	12
Cc1nccn1CCN(C)Cc1cn(Cc2ccccc2)nc1-c1ccc2c(c1)OCO2	-5	-0.1	2	-3	0.3	0	-3	-3	-9
O=C(O)/C=C/C(=O)Nc1ccc2c(c1)NC(=O)CO2	-9	1.2	-1	0	-0.3	5	-11	-8	-7
CCCCN(CCCC)CCCNC(=O)c1ccc2nc(-c3ccccc3NC(C)=O)c(=O)[nH]c2c1	5	0.0	-1	-23	0.7	0	-1	4	1
c1ccc(CSc2ccc(-c3ccc4c(c3)OCO4)nn2)cc1	-4	1.0	0	-9	1.2	6	0	3	-12
O=C(c1cccc2c1-c1ccccc1/C2=N/O)N1CCCCC1	-5	-0.9	3	2	0.1	1	-2	-3	11
CCN(CC)c1ccc(NC(=O)CSc2ccsc2[N+](=O)[O-])c(C)c1	-13	-0.1	5	-2	-1.3	0	-3	-3	-2
COc1ccc(S(=O)(=O)N2CCN(CC(=O)Nc3cccc(F)c3)CC2)cc1	10	0.3	-2	-20	0.4	7	7	9	-11
Cc1ccc(C2(C)NC(=O)N(CC(=O)Nc3ccc4c(c3)OCO4)C2=O)cc1 (stereo not drawn)	-1	2.2	-1	11	1.1	8	3	5	7
Cc1ccc(NC2CCCN(C(=O)CSc3ccncc3)C2)cc1C (stereo not drawn)	x	0.3	-4	5	x	-1	2	0	x
CC(=O)c1ccc(NC(=O)C(C)Sc2nnc(C3CC3)n2C2CC2)cc1 (stereo not drawn)	5	0.2	4	11	1.4	0	4	-8	14
COc1ccccc1NC(=O)C1=C(C)NC2=C(C(=O)CCC2)C1c1ccc2c(c1)OCO2 (stereo not drawn)	-4	-0.4	-3	-16	-0.2	1	1	-9	10

Entries shown so far containing fluorine, in the order listed:
SMILES	D2 potentiator	TRHR agonist	D1 PAM	D1 antag	D2 agonist	D1 agonist	TRHR PAM	RXFP1 antagonist	D2 antag
Cc1nn(Cc2ccc([N+](=O)[O-])cc2)c(=O)n1-c1cccc(F)c1	1	-0.5	-2	-4	-0.2	3	-4	12	-15
O=S(=O)(c1ccccc1F)N1CCCc2ccccc21	4	-0.3	-8	0	0.1	0	-7	0	-8
COc1ccc(S(=O)(=O)N2CCN(CC(=O)Nc3cccc(F)c3)CC2)cc1	10	0.3	-2	-20	0.4	7	7	9	-11

Remaining list, next part:
SMILES	D2 potentiator	TRHR agonist	D1 PAM	D1 antag	D2 agonist	D1 agonist	TRHR PAM	RXFP1 antagonist	D2 antag
COCCn1ccc2c(OCC(=O)Nc3cccc(OC)c3)cccc2c1=O	-1	0.2	-1	x	0.8	2	0	x	x
Cc1ccc(C)n1CCN1CCN(CC(=O)Nc2cc(C(F)(F)F)ccc2Cl)CC1	-13	0.0	-4	0	1.7	0	55*	x	-4
CC(C)COc1ccc(-c2cc(C(=O)NN)[nH]n2)cc1	-7	-0.5	-5	5	-0.4	3	-1	-2	-18
CCN(CC(=O)Nc1cccc(OC)c1)C(=O)c1cnc(Cl)c(Cl)c1	15	-0.2	-3	0	-0.5	3	6	-17	10
O=C(O)COc1ccc(-c2nc(-c3ccccc3)c(-c3ccccc3)[nH]2)cc1	-10	0.1	-4	-3	-0.3	2	-1	-5	12
COc1ccc(N=Nc2cnc(C)nc2-c2ccccc2)cc1	0	-0.6	0	4	-0.5	2	-2	-4	10
CCOC(=O)C(=O)Nc1sc(C(=O)N(CC)CC)c(C)c1C#N	-1	0.2	3	2	0.3	2	2	-6	7
COc1ccccc1N1CCN(C(=O)COc2cccc3ccccc23)CC1	22	1.7	-16	-15	0.4	1	5	-7	6
Cc1cccc(-n2nnc(-c3nc(-c4cccs4)no3)c2N)c1C	3	0.8	1	-4	0.7	3	-12	-21	x
COc1nc(Oc2ccc(=O)n(C)n2)nc(N(C)C)n1	1	1.3	-3	-8	0.4	3	-3	-1	11
CCc1cccc(CC)c1NC(=S)NC(C)c1ccccc1 (stereo not drawn)	6	-1.9	-13	-26	-1.2	2	-3	-11	-20
NS(=O)(=O)c1ccc2c(c1)C1C=CCC1C(C1CC=CCC1)N2 (stereo not drawn)	5	-0.8	-4	-5	-0.6	2	9	3	11
COc1ccc(CN2CCCC(C(=O)Nc3cccc(-n4cccn4)c3)C2)c(F)c1 (stereo not drawn)	-21	-0.2	-4	-14	0.7	2	-3	9	27
CSc1nc(=O)n2cc(C)ccc2n1	-3	0.1	-3	18	0.0	3	1	9	3
O=C(Nc1ccc2c(c1)OCO2)c1ccc2c(c1)OCO2	-1	-0.6	-2	5	0.5	0	2	-14	-6
CCc1nnc(NC(=O)c2cc(Cl)ccn2)s1	-3	0.6	1	-15	1.3	0	5	-27	11
CC(C)(C)Nc1nc2cc([N+](=O)[O-])ccc2o1	6	0.5	-6	-12	1.6	2	0	-3	7
O=C(COc1cc2oc(=O)c3c(c2cc1Cl)CCC3)Nc1ccc(CN2CCOCC2)cc1	30*	0.1	-5	-19	0.1	5	7	2	-6
CCc1cc2c(-c3ccccc3)cc(=O)oc2cc1OCC(C)=O	8	-0.7	2	-5	0.2	2	0	8	6
CC(=O)c1c(C)[nH]c(C(=O)NCCc2ccc(Cl)cc2)c1C	-10	-0.1	-17	-12	1.2	12	-4	-1	9
CCOC(=O)c1c[nH][nH]c1=O	8	1.0	1	5	1.3	0	-5	-2	-13
Cc1c(C(=O)N2CCN(c3ccccn3)CC2)cccc1[N+](=O)[O-]	x	0.1	-1	-15	-0.8	2	1	-10	-17
O=S(=O)(Nc1cccc(-c2ccc3nncn3n2)c1)c1cc(F)ccc1F	-2	1.3	5	6	4.4	5	5	-18	0
CCCN1CCC(NC(=O)Nc2ccc([N+](=O)[O-])cc2)CC1	-5	0.1	-3	2	0.9	1	1	-4	-4
C/C(=N\NC(=S)NCc1ccccc1)c1ccc2ccccc2c1OC(F)F	-12	0.9	1	4	5.6	2	-7	-6	-30
CN(C)S(=O)(=O)N1CCN(c2ccc([N+](=O)[O-])c(NC3CC3)c2)CC1	x	-0.9	-2	-9	x	0	-3	1	x
CCc1sc(C(=O)Nc2ncccc2O)cc1C	8	-1.6	-1	7	x	1	24	-5	x
COc1ccccc1CCC(=O)Nc1cc(S(=O)(=O)N2CCOCC2)ccc1N1CCCC1	10	0.2	-3	-4	-1.2	2	-7	14	-12
Cc1ccc2ncccc2c1NS(=O)(=O)c1ccccc1	14	-0.5	-6	-4	0.4	4	15	4	-5
C=CCc1ccc(OCCOc2cccc3cccnc23)c(OC)c1	7	1.0	3	-19	1.3	13	-23	18	3

Ordered by SMILES length (low to high): part of the list above.
SMILES	D2 potentiator	TRHR agonist	D1 PAM	D1 antag	D2 agonist	D1 agonist	TRHR PAM	RXFP1 antagonist	D2 antag
CCc1sc(C(=O)Nc2ncccc2O)cc1C	8	-1.6	-1	7	x	1	24	-5	x
Cc1ccc2ncccc2c1NS(=O)(=O)c1ccccc1	14	-0.5	-6	-4	0.4	4	15	4	-5
C=CCc1ccc(OCCOc2cccc3cccnc23)c(OC)c1	7	1.0	3	-19	1.3	13	-23	18	3
CCCN1CCC(NC(=O)Nc2ccc([N+](=O)[O-])cc2)CC1	-5	0.1	-3	2	0.9	1	1	-4	-4
Cc1c(C(=O)N2CCN(c3ccccn3)CC2)cccc1[N+](=O)[O-]	x	0.1	-1	-15	-0.8	2	1	-10	-17

Following part:
SMILES	D2 potentiator	TRHR agonist	D1 PAM	D1 antag	D2 agonist	D1 agonist	TRHR PAM	RXFP1 antagonist	D2 antag
Cc1[nH]c(C)c(S(=O)(=O)N2CCCCC2)c1C(=O)N1CCCC1	-6	0.3	-10	3	0.3	2	3	3	1
CCOc1ccc(C(=O)NCc2nc3cccnc3n2Cc2ccc(F)cc2)cc1OCC	-6	-0.6	-1	22	-0.6	0	-3	1	x
CC(C)c1ccc(NC(=O)c2ccccc2NC(=O)C2CCCCC2C(=O)O)cc1 (stereo not drawn)	-3	1.5	5	9	-0.5	5	-2	-8	-16
O=C(NNS(=O)(=O)c1ccc2ccccc2c1)NC1CCCCC1	-9	-0.9	-1	-4	3.3	-1	-1	-8	1
COc1cccc(C(=O)NCC(=O)NNc2ncnc(N)c2[N+](=O)[O-])c1	-6	0.4	-3	13	0.8	1	1	-3	-15
S=C1NC2=C(CCCC2=C2SCCS2)C(c2ccccc2)N1 (stereo not drawn)	10	0.1	-2	8	-0.1	2	37*	-16	-3
COc1cccc(/C=C2\SC(=S)N(CCC(=O)N3CCCCC3)C2=O)c1	5	0.1	-10	-5	0.2	0	-3	4	3
CC(C)(C)n1nnnc1C(c1cccc(C(F)(F)F)c1)N1CCC(O)CC1 (stereo not drawn)	14	-0.9	1	-1	-1.4	2	20	1	0
Cc1nnc(SCc2cc(=O)[nH]c(/N=C(\N)Nc3ccccc3Sc3ccccc3)n2)s1	5	7.5	-1	-11	4.7	2	-11	3	-17
N#C/C(=N\Nc1ccccc1F)c1nc(-c2ccccc2)cs1	x	0.2	-2	1	-0.1	8	-6	7	0
COc1ccc(-n2c(C)cc(/C=C3/SC(=S)N(C)C3=O)c2C)cc1	4	1.3	2	-5	2.3	6	3	0	-22
CCCSc1ccc(C(=O)Nc2ccc(F)cc2F)cn1	-6	1.6	-8	-25	0.1	17	-9	-1	1
